Screening data as filed in PubChem BioAssay.
GPR55 LPI antagonism – GPR55 antagonists blocking LPI-driven arrestin recruitment, primary screen, imaging, U2OS, beta-arrestin-GFP, LPI agonist (AID 2013); U2OS GPR55 beta-arrestin-GFP translocation imaging, LPI antagonism; higher % means a stronger effect; inhibition, % at 10 µM, or IC50 in µM where a hit was titrated; 290,000 compounds, 0.13% hits;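 active = spots per cell inhibited over 60%, with over 100 cells counted and total cytoplasm intensity under 500,000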;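 also: U2OS cells stably carrying GPR55 and arrestin-GFP stimulated by 5 µM LPI near EC80; imaged beta-arrestin-GFP aggregate spots per cell after agonist stimulation; plate controls were LPI-stimulated DMSO wells for no effect and DMSO wells without LPI for full effect; some results filed as inactive read as strong as hits; confirmed hits need IC50 under 10 µM and bright autofluorescent wells are also inconclusive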
GPR55 activation – GPR55 agonists via beta-arrestin recruitment, primary screen, imaging, U2OS cells, beta-arrestin-GFP redistribution (AID 1961); G-protein coupled receptor 55 (Homo sapiens); U2OS GPR55 beta-arrestin-GFP redistribution imaging; higher % means a stronger effect; activation, % at 10 µM; hits with a dose series show EC50 in µM; 290,000 compounds, 0.048% hits;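 active = activation above 40% with more than 50 cells counted in the well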;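 also: U2OS osteosarcoma cells stably expressing GPR55 and beta-arrestin-GFP; plate controls were DMSO negative control for no effect and LPI positive control for full effect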
NTR1 agonist – agonists of NTR1, primary screen, imaging, U2OS cells, beta-arrestin-GFP, high content (AID 493036); activation, % at 20 µM; NTR1-U2OS beta-arrestin-GFP spot imaging, agonist mode; Neurotensin receptor type 1 (Homo sapiens), P30989; 330,000 compounds, 0.17% hits;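 active = activation at or above 40% of the spot to cytoplasm intensity ratio, with at least 20 cells analyzed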;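 also: 0% = DMSO without peptide and 100% = 100 nM NTR1 peptide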
Target sequence (P30989 whole entry, looked up): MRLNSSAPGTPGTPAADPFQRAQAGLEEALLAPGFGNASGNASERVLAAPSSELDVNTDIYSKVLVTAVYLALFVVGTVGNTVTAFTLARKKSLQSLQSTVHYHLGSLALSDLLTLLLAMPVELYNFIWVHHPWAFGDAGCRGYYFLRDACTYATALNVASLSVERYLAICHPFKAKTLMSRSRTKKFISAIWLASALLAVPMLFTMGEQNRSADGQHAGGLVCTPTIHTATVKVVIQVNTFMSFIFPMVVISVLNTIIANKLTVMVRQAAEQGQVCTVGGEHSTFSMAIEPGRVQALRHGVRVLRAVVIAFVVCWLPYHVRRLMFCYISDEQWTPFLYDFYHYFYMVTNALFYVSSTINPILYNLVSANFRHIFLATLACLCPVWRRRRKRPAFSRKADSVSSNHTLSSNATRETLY
T cell HTS – modulators of CD8 T cell-vesicle binding, primary screen, mouse 2C CD8+ T cells, flow cytometry; 330,000 compounds, 0.068% hits; calls only at 7 µM; AID 2052, 2009; 2C CD8+ T cell-vesicle binding; stronger effect = lower value;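 active = response, share of CD8 T cells binding vesicles, and their 90th percentile fluorescence all below set limits, cut at about 80% in these data, passing the limit was not always enough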
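Test system: purified 2C TCR transgenic mouse naive CD8+ T cells. Probe or stimulus: QL9-peptide-loaded Drosophila micro-vesicles bearing Ld, ICAM-1 and B7-1. Incubation: binding step 1.5 h, 37 °C, antibody labelling 20 min, ice. Measured by: flow cytometry of vesicle-bound cells.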
Salmonella PhoP GFP – inhibitors of PhoP regulon expression, primary screen, Salmonella Typhimurium, GFP reporter (AID 1863); S. Typhimurium PhoP-regulated promoter GFP reporter, 4 h; higher % means a stronger effect; one-dose inhibition, % at 50 µM; IC50 in µM for titrated hits; 300,000 compounds, 0.16% hits;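 active = inhibition over 29.93%, a cutoff 3 SD above the screen mean, later confirmed by dose response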;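 also: 0% = low Mg2+ inducing control and 100% = high Mg2+ repressing control; strong numbers were not always called active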
KOR beta-arrestin-1 – KOR antagonists, beta-arrestin recruitment, cell-based, luminescence, uHTS (AID 1778). KOR beta-arrestin recruitment, luminescence, antagonist mode; higher % means a stronger effect. one-dose inhibition, % at 10 µM; IC50 in µM for titrated hits. 290,000 compounds, 0.091% hits; in the data active = inhibition above about 50%; also: strong numbers were not always called active
GPR35 antagonists – GPR35 antagonists blocking zaprinast-driven arrestin recruitment, primary screen, imaging, U2OS, beta-arrestin-GFP, zaprinast agonist (AID 2058); G-protein coupled receptor 35 (Homo sapiens); U2OS GPR35 beta-arrestin-GFP translocation imaging, zaprinast antagonism; higher % means a stronger effect; inhibition, % at 10 µM; hits with a dose series show IC50 in µM; 290,000 compounds, 0.052% hits;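 active = inhibition of at least 50% with at least 30 cells and total cytoplasm GFP at most 10,000,000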
KOR beta-arrestin-2 – KOR agonists, beta-arrestin recruitment, primary screen, cell-based, luminescence, uHTS (AID 1777) | Kappa-type opioid receptor (Homo sapiens) | KOR beta-arrestin recruitment, luminescence; higher % means a stronger effect | activation, % at 10 µM, or EC50 in µM where a hit was titrated | 280,000 compounds, 0.02% hits; in the data active = activation above about 50%, passing the limit was not always enough; also: a part of the inactive calls stands beside numbers as strong as those of hits
West Nile antiviral – West Nile virus antiviral activity, cell-based, CPE readout (AID 1621) | West Nile virus-infected cells, CPE inhibition; higher % means a stronger effect | CPE inhibition, % at 10 µM; hits with a dose series show IC50 in µM | 290,000 compounds, 0.02% hits; in the data active = a potency from the dose series; also: strong numbers were not always called active
T cell HTS vesicle-bound % – second read-out of T cell HTS, no call of its own (marks repeat the call); double positive events, %; measured here: CD8+ vesicle-bound cell fraction;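 binding gate set so that unloaded-vesicle control wells show 10% double positive cells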
NTR1 agonist cell count 20 µM – also measured in NTR1 agonist; calls as there; cell count; measured here: cell count, cytotoxicity flag
* hit, by the source's call; [ ] = dose if it differs, or a comment.

Screening O=C(Nc1cc2cccc([N+](=O)[O-])c2oc1=O)c1cccs1 returned GPR55 LPI antagonism 11%, GPR55 activation -0.3%, NTR1 agonist 0.4, T cell HTS inactive, Salmonella PhoP GFP -8%, KOR beta-arrestin-1 4%, GPR35 antagonists -7%, KOR beta-arrestin-2 -3.6%, West Nile antiviral 0.9%, T cell HTS vesicle-bound % 50 and NTR1 agonist cell count 20 µM 87.
`COc1ccc(C)cc1S(=O)(=O)NCc1cccs1` gave GPR55 LPI antagonism 10%, GPR55 activation -0.2%, NTR1 agonist -0.3, T cell HTS inactive, Salmonella PhoP GFP -6%, KOR beta-arrestin-1 -8%, GPR35 antagonists 10%, KOR beta-arrestin-2 4.3%, West Nile antiviral -0.2%, T cell HTS vesicle-bound % 23 and NTR1 agonist cell count 20 µM 60.
Screening CCOC(=O)c1cccc(NC(=O)CCn2c(=O)oc3ccccc32)c1 returned GPR55 LPI antagonism 0%, GPR55 activation -0.1%, NTR1 agonist -0.2, T cell HTS inactive, Salmonella PhoP GFP 0%, KOR beta-arrestin-1 -13%, GPR35 antagonists -10%, KOR beta-arrestin-2 -3.1%, West Nile antiviral -0.4%, T cell HTS vesicle-bound % 29 and NTR1 agonist cell count 20 µM 49.
`COc1ccc(-c2csc(NC(=O)CCS(=O)(=O)c3ccccc3)n2)c(OC)c1` gave GPR55 LPI antagonism 7%, GPR55 activation -0.3%, NTR1 agonist 1.1, T cell HTS inactive, Salmonella PhoP GFP 0%, KOR beta-arrestin-1 20%, GPR35 antagonists -4%, KOR beta-arrestin-2 0.9%, West Nile antiviral 1.1%, T cell HTS vesicle-bound % 13 and NTR1 agonist cell count 20 µM 70.
CSc1nccc(-c2cc(Cl)sc2Cl)n1 was read as GPR55 LPI antagonism 15%, GPR55 activation -0.1%, NTR1 agonist 2.6, T cell HTS inactive, Salmonella PhoP GFP 13%, KOR beta-arrestin-1 32%, GPR35 antagonists 4%, KOR beta-arrestin-2 0.3%, West Nile antiviral 0.2%, T cell HTS vesicle-bound % 44 and NTR1 agonist cell count 20 µM 62.
N/C(=N\OC(=O)Cc1ccccc1)c1ccncc1 was read as GPR55 LPI antagonism 4%, GPR55 activation 0.3%, NTR1 agonist -2.1, T cell HTS inactive, KOR beta-arrestin-1 -5%[20 µM], GPR35 antagonists 9%, West Nile antiviral -0.3%, T cell HTS vesicle-bound % 60 and NTR1 agonist cell count 20 µM 96.
Screening COc1ccc(CNC(=O)c2ccc(CS(=O)Cc3ccc(Cl)cc3)o2)cc1 (stereo unspecified) returned GPR55 LPI antagonism -2%, GPR55 activation 0.5%, NTR1 agonist -0.8, T cell HTS inactive, Salmonella PhoP GFP 8%, KOR beta-arrestin-1 -2%, GPR35 antagonists 0%, KOR beta-arrestin-2 3.6%, West Nile antiviral 0.5%, T cell HTS vesicle-bound % 38 and NTR1 agonist cell count 20 µM 59.
CCOc1ccc(N2C(=O)C(=O)/C(=C(/O)c3ccccc3)C2c2ccccc2[N+](=O)[O-])cc1 (stereo unspecified) was read as GPR55 LPI antagonism 10%, GPR55 activation 0.2%, NTR1 agonist 0.8, T cell HTS inactive, Salmonella PhoP GFP -2%, KOR beta-arrestin-1 -16%, GPR35 antagonists 13%, KOR beta-arrestin-2 1.9%, West Nile antiviral 0.2%, T cell HTS vesicle-bound % 27 and NTR1 agonist cell count 20 µM 38.
For COc1ccccc1N1CCN(C(=O)C(=O)N/N=C/c2ccccc2F)CC1 the results were GPR55 LPI antagonism 16%, GPR55 activation 1.2%, NTR1 agonist 1.5, T cell HTS inactive, Salmonella PhoP GFP -4%, KOR beta-arrestin-1 -42%, GPR35 antagonists -16%, KOR beta-arrestin-2 0.9%, West Nile antiviral -0.1%, T cell HTS vesicle-bound % 3 and NTR1 agonist cell count 20 µM 75.
Cc1ccc(Cc2cnc(N3C(=N)SC(c4ccccc4)C3=O)s2)cc1 (stereo unspecified) was read as GPR55 LPI antagonism -8%, GPR55 activation 0.7%, NTR1 agonist -1.0, T cell HTS inactive, Salmonella PhoP GFP -1%, KOR beta-arrestin-1 37%, GPR35 antagonists 6%, KOR beta-arrestin-2 -5.6%, West Nile antiviral 0.6%, T cell HTS vesicle-bound % 39 and NTR1 agonist cell count 20 µM 37.
`COc1ccc(N2C(=O)CC(c3cc(OC)c(OC)c(OC)c3)CC2=O)cc1` gave GPR55 LPI antagonism -11%, GPR55 activation 0.2%, NTR1 agonist -0.9, T cell HTS inactive, KOR beta-arrestin-1 26%, GPR35 antagonists 1%, KOR beta-arrestin-2 1.7%, West Nile antiviral -0.1%, T cell HTS vesicle-bound % 52 and NTR1 agonist cell count 20 µM 39.
`Cc1ccc(S(=O)(=O)C2(C(=O)N3CCN(C4CCCCC4)CC3)CC2)cc1` gave GPR55 LPI antagonism 5%, GPR55 activation 0.0%, NTR1 agonist 1.3, T cell HTS inactive, Salmonella PhoP GFP -6%, KOR beta-arrestin-1 -25%, GPR35 antagonists 9%, KOR beta-arrestin-2 1.8%, West Nile antiviral -0.7%, T cell HTS vesicle-bound % 13 and NTR1 agonist cell count 20 µM 59.
For CC1=C(C(=O)Nc2cccc(C(=O)N3CCC(C(N)=O)CC3)c2)SCCO1 the results were GPR55 LPI antagonism -3%, GPR55 activation -0.1%, NTR1 agonist 1.8, T cell HTS inactive, Salmonella PhoP GFP -3%, KOR beta-arrestin-1 -2%, GPR35 antagonists -3%, KOR beta-arrestin-2 -2.4%, West Nile antiviral -0.2%, T cell HTS vesicle-bound % 7 and NTR1 agonist cell count 20 µM 60.
`COc1cccc(C(=O)N2CCN(Cc3ccccc3C(F)(F)F)CC2)c1` gave GPR55 LPI antagonism 4%, GPR55 activation 0.3%, NTR1 agonist 0.4, T cell HTS inactive, Salmonella PhoP GFP -6%, KOR beta-arrestin-1 13%, GPR35 antagonists 22%, KOR beta-arrestin-2 -2.9%, West Nile antiviral -0.5%, T cell HTS vesicle-bound % 17 and NTR1 agonist cell count 20 µM 66.
Screening COc1ccc(Cl)cc1S(=O)(=O)Nc1cccc(C(=O)O)c1 returned GPR55 LPI antagonism -4%, GPR55 activation -0.2%, NTR1 agonist 1.1, T cell HTS inactive, Salmonella PhoP GFP 10%, KOR beta-arrestin-1 2%, GPR35 antagonists 29%, KOR beta-arrestin-2 -5.0%, West Nile antiviral 0.7%, T cell HTS vesicle-bound % 41 and NTR1 agonist cell count 20 µM 78.
Screening COc1ccc(C2CCCN2C(=O)Nc2ccccc2)cc1OC (stereo unspecified) returned GPR55 LPI antagonism 15%, GPR55 activation -0.2%, NTR1 agonist -2.9, T cell HTS inactive, Salmonella PhoP GFP 6%, KOR beta-arrestin-1 -7%, GPR35 antagonists 18%, KOR beta-arrestin-2 3.9%, West Nile antiviral 0.0%, T cell HTS vesicle-bound % 38 and NTR1 agonist cell count 20 µM 48.
Fc1ccc(CN2CCSCC2)cc1F was read as GPR55 LPI antagonism 9%, GPR55 activation -0.4%, NTR1 agonist -0.7, T cell HTS inactive, Salmonella PhoP GFP 10%, KOR beta-arrestin-1 -16%[20 µM], GPR35 antagonists 8%, KOR beta-arrestin-2 -2.9%, West Nile antiviral 0.5%, T cell HTS vesicle-bound % 55 and NTR1 agonist cell count 20 µM 54.
Screening O=C1Cc2ccccc2Sc2cc(OCCCN3CCCCC3)ccc21 returned GPR55 LPI antagonism 17%, GPR55 activation 0.1%, NTR1 agonist -1.0, T cell HTS inactive, Salmonella PhoP GFP -11%, KOR beta-arrestin-1 21%, GPR35 antagonists 4%, KOR beta-arrestin-2 8.7%, West Nile antiviral -1.4%, T cell HTS vesicle-bound % 54 and NTR1 agonist cell count 20 µM 62.
For O=C(Nc1cccc(C(F)(F)F)c1)c1cccnc1N1CCOCC1 the results were GPR55 LPI antagonism -1%, GPR55 activation -0.5%, NTR1 agonist -0.6, T cell HTS inactive, Salmonella PhoP GFP -6%, KOR beta-arrestin-1 -8%, GPR35 antagonists 14%, KOR beta-arrestin-2 1.5%, West Nile antiviral -0.5%, T cell HTS vesicle-bound % 51 and NTR1 agonist cell count 20 µM 91.
COC(=O)c1ccc(COc2ccc(C)c(C)c2)o1 was read as GPR55 LPI antagonism -8%, GPR55 activation 0.0%, NTR1 agonist -1.3, T cell HTS inactive, Salmonella PhoP GFP -1%, KOR beta-arrestin-1 12%, GPR35 antagonists -5%, KOR beta-arrestin-2 3.1%, West Nile antiviral 0.0%, T cell HTS vesicle-bound % 31 and NTR1 agonist cell count 20 µM 67.
OC1(c2ccc3ccccc3c2)CCN(Cc2ccccc2)C1 (stereo unspecified) was read as GPR55 LPI antagonism -4%, GPR55 activation 0.6%, NTR1 agonist 4.2, T cell HTS inactive, Salmonella PhoP GFP 30%, KOR beta-arrestin-1 -56%, GPR35 antagonists 3%, KOR beta-arrestin-2 0.6%, West Nile antiviral -0.2%, T cell HTS vesicle-bound % 20 and NTR1 agonist cell count 20 µM 67.
Cc1cc(NC(=O)CSc2sc3c(O)cc(=O)[nH]c3c2C#N)ccc1Br was read as GPR55 LPI antagonism 4%, GPR55 activation -0.2%, NTR1 agonist 0.0, T cell HTS inactive, Salmonella PhoP GFP 2%, KOR beta-arrestin-1 -13%, GPR35 antagonists 6%, KOR beta-arrestin-2 -3.2%, West Nile antiviral -0.1%, T cell HTS vesicle-bound % 8 and NTR1 agonist cell count 20 µM 48.
`COc1ccc(NC(=O)c2ccc(OC)cc2)cc1` gave GPR55 LPI antagonism -2%, GPR55 activation -0.1%, NTR1 agonist 1.0, T cell HTS inactive, Salmonella PhoP GFP 32%, KOR beta-arrestin-1 -12%, GPR35 antagonists 2%, KOR beta-arrestin-2 0.7%, West Nile antiviral 0.4%, T cell HTS vesicle-bound % 41 and NTR1 agonist cell count 20 µM 67.
